aSyn rescue: rescues yeast growth from alpha-synuclein toxicity | actives 0.14% (n = 370,000) | Yeast expressing alpha-synuclein, growth rescue, BacTiter-Glo, 24 h | AID 652106 | Potency, µM (top dose mostly 46.1 µM), inactives show at the highest dose growth rescue (activation), usual class: activators; note: potency is the fitted concentration of half-maximal effect; % of control where 0% means no effect; nearly all actives have a fitted effect of over 65% in size
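Galactose-induced alpha-syn yeast (OD600=0.02, raffinose-pregrown) + pinned cpd, 24 hr, 30 deg C; growth by BacTiter-Glo luminescence. Growth restoration scores as activation.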
KB-V1 MDR tox: kills drug-selected multidrug resistant KB-V1 cells | AID 1347076 | Potency, µM (top dose mostly 46.1 µM), for inactives: at the highest dose activity change, negative = cytotoxicity, usual class: cytotoxic | actives 3.4% (n = 400,000) | KB-V1 MDR cells viability, CellTiter-Glo, 72 h; note: potency is the fitted concentration of half-maximal effect; % is set by controls: 0 for no effect and ±100 for the full control effect; nearly all actives have a fitted effect of over 60% in size
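Cytotoxicity toward P-gp-expressing KB-V1 cells was determined as loss of CellTiter-Glo luminescence after 72 h at 37 degrees C. Compounds were tested in quantitative HTS format across a concentration range, with curves fitted to normalized data.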
PTHR1 agonist: agonists of human PTHR1 parathyroid hormone receptor; HEK293 GP2 PTHR1 cells, GloSensor cAMP luminescence, 1 h; AID 743266; actives 0.075% (n = 410,000); Potency, µM (titrated, usually from 115 µM), for inactives: top-dose activation, usual class: activators; note: potency is the fitted concentration of half-maximal effect; nearly all actives have a fitted effect of over 55% in size; some results filed as inactive show a strong effect at the top dose; inactives centre near -15; many of its hits are not listed in these tables
Target sequence (Q03431 whole entry, looked up): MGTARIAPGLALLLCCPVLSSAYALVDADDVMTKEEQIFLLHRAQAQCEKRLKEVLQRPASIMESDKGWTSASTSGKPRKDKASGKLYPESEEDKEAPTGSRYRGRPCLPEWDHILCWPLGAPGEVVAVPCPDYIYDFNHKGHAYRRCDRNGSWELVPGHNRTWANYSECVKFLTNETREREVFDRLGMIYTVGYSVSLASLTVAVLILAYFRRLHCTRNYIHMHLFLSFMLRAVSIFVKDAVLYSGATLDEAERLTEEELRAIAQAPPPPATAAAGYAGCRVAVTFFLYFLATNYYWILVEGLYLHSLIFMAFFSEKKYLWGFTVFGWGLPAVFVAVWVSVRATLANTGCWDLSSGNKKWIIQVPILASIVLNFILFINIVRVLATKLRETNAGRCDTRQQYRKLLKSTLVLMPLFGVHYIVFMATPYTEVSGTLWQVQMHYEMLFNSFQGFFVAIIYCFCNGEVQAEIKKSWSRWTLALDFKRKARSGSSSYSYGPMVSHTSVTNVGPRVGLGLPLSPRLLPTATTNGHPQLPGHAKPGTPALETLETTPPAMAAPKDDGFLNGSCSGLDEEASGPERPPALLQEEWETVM
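HEK-293-derived GP2 cells expressing PTHR1 and a GloSensor cAMP reporter, 3,000/well, plated overnight, given luciferin plus IBMX (each 0.5 mM as added) for 1 h at 37 °C, then compound for 1 h at 37 °C. Luminescence was read after 15 min at room temperature.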
D3 ag: D3 dopamine receptor (human) agonism; D3R DiscoveRx beta-arrestin cells, luminescence, 90 min; P35462; actives 0.58% (n = 410,000); max activation, %; in the data active = max activation above about 30%; note: 0% is about no effect; mostly tested at two doses, the higher about 12 µM
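Cells at 1500/well, incubated overnight, then treated with pinned compounds (dopamine as control) for 90 min at 37 degrees C. DiscoveRx reagent added for 30 - 60 minutes at room temperature; luminescence read.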
D3 antag: antagonists of human D3 dopamine receptor. D3R cells, DiscoveRx beta-arrestin luminescence, antagonist mode; hits give low values. actives 2.5% (n = 360,000). max response, negative = inhibition, %; in the data active = max response below about -50%; inconclusive = no clear call, values can overlap the other calls; note: % is set by controls: 0 for no effect and ±100 for the full control effect; mostly tested at two doses, the higher about 12 µM
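Cells plated overnight at 1500 cells/well, then exposed to library compounds with dopamine controls for 90 minutes at 37 degrees C. DiscoveRx reagent added for 30–60 minutes at room temperature; luminescence read, quantitative HTS format.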
GLP-1R inv ag: GLP-1 receptor (human) inverse agonism; HEK293 GLP-1R CRE-luciferase, luminescence, 24 h; GLP-1R form is constitutively active; Potency, µM (doses to about 38.3 µM), inactives show top-dose activity change, negative = inhibition, most hits filed as inhibitors; actives 1.6% (n = 410,000); AID 624417; note: potency is the fitted concentration of half-maximal effect; % is set by controls: 0 for no effect and ±100 for the full control effect; nearly all actives have a fitted effect of over 55% in size
Target sequence (P43220 whole entry, looked up): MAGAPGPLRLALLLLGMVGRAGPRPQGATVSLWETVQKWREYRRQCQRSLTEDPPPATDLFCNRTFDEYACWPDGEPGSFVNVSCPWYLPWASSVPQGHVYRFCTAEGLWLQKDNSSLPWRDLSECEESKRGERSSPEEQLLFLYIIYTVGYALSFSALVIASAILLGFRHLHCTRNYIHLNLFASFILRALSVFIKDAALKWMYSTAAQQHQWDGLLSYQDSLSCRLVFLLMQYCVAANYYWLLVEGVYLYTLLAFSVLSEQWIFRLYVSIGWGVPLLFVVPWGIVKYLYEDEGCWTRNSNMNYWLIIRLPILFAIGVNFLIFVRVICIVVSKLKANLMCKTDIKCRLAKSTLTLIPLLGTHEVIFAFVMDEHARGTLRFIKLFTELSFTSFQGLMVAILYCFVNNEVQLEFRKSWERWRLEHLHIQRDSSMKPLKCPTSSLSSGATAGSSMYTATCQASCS
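Constitutively active GLP-1R drives a cAMP-responsive luciferase in stably transfected HEK293 cells; test compounds are added after overnight (12 h) attachment and left 24 hr, and signal loss in luminescence marks inhibition.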
GLP1R ag: agonists of human GLP-1 receptor; Potency, µM (doses to about 45.6 µM), without a hit: top-dose activation, actives largely listed as activators; HEK293 GLP-1R CRE-luciferase, luminescence, 4-6 h; cells express a hypersensitive GLP-1R form; P43220; AID 624172; actives 0.007% (n = 380,000); note: potency is the fitted concentration of half-maximal effect; % of control where 0% means no effect
HEK293 tox: cytotoxic in the GLP-1 receptor inverse agonist counter-screen. actives 0.13% (n = 410,000). HEK293 cAMP-luciferase reporter cells, luminescence, 24 h. Potency, µM (doses to about 38.3 µM), without a hit: at the highest dose activity change, negative = inhibition, most hits filed as inhibitors. AID 624418;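 note: loss of luciferase light is scored as toxicity; potency is the fitted concentration of half-maximal effect; % is set by controls: 0 for no effect and ±100 for the full control effect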
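Luminescence readout: signal drop marks cytotoxicity. Plated cells grew 12 h at 37 °C, 5% CO2, received 23 nL compound for 24 h, then got luciferase reagent, read after 12 min at RT.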
TDP-43 yeast inh: rescues yeast growth from TDP-43 toxicity; TDP-43 expressing yeast growth rescue, BacTiter-Glo, 24 h; actives 1.8% (n = 410,000); Potency, µM (doses to about 46.1 µM), for inactives: at the highest dose growth rescue (activation), most hits filed as activators; note: potency is the fitted concentration of half-maximal effect; % of control where 0% means no effect; nearly all actives have a fitted effect of over 50% in size
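Luminescence from BacTiter-Glo reports growth of TDP-43-expressing yeast after 24 hr at 30 deg C with compound. Cells were raffinose-pregrown to mid-log, then seeded in galactose medium at OD600=0.02.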
The depositor's hits bear a star; i = inactive; ? = inconclusive; . = no result given; [ ] = dose if it differs, or a comment. Unless noted, calls come from the whole dose curve; as a rule, active = well fitted curve in the direction sought with a large enough effect; inconclusive = small, poorly fitted or top-dose-only effect, or another doubt; inactive = no such curve, though single readings can be large; an effect the other way counts as inactive or inconclusive.

SMILES	aSyn rescue	KB-V1 MDR tox	PTHR1 agonist	D3 ag	D3 antag	GLP-1R inv ag	GLP1R ag	HEK293 tox	TDP-43 yeast inh
CSc1ccc(C(=O)N2CCc3ccc(NC(=O)c4ccccn4)cc3C2)cc1	0%	?	-91%[inhibitor]	0	6	?	-37%[inhibitor]	?	-32%[inhibitor]
N#CC1=CN(Cc2ccccc2)C=C(/C=N/Nc2ccccc2)C1	1%	-15%	-34%[inhibitor]	8	-1	?	8%	4%	16%
O=C(CSc1nnc(-c2ccncc2)o1)N1CCc2ccccc2C1	8%	?	i	3	4	15%	0%	-6%	28%
CC1CCN(S(=O)(=O)c2ccc3c(c2)N(CC(=O)Nc2ccc(F)c(Cl)c2)C(=O)CO3)CC1	.	.	-23%	2	.	?	.	-7%	21%
Cc1cc(C)cc(-n2ncc3c2CCCC3NC(=O)c2cc(C)[nH]n2)c1 (stereo not drawn)	-5%	?	i	-3	-14	?	1%	18%	8%
CC(O)(c1ccccc1)c1nc(-c2cc3ccccc3o2)cs1 (stereo not drawn)	-30%	-3%	-75%[inhibitor]	-11	-58*	?	6%	3%	-24%
Cc1ccc(C)c(CNC(=O)c2cc3ccccn3n2)c1	.	24%	-3%	-4	.	-1%	.	1%	?
COc1ccc(C(=O)NCc2nnc(SCC(=O)Nc3cc(OC)ccc3OC)o2)cc1	-4%	-1%	23%	4	-1	-10%	-1%	-2%	8%
CCN(CC)N=Nc1ccc(S(=O)(=O)Nc2c(C)n(C)n(-c3ccccc3)c2=O)cc1	-6%	-1%	-17%	3	8	0%	2%	-25%	6%
CCOC(=O)N1CCN(C(=O)CCc2cc(OC)c(OC)c(OC)c2)CC1	-1%	-8%	i	-3	-17	19%	-4%	0%	5%
NS(=O)(=O)c1ccc(CNC(=O)c2cccnc2Cl)cc1	-5%	-2%	i	-7	-22	3%	5%	-8%	-19%
CCOc1ccc(C(=O)Nc2onc3c2CCCC3)cc1	.	2%	-38%[inhibitor]	1	.	?	.	-11%	26%
COC(=O)c1c(C(=O)NCc2ccccc2)ncn1CC(O)COc1ccccc1 (stereo not drawn)	4%	11%	i	-2	16	0%	-14%	-18%	13%
O=S(=O)(NCCc1ccccc1)c1ccc(Cl)nc1	16%	?	i	-7	8	?	6%	3%	-21%
COc1ccc(N2CCN(S(=O)(=O)c3ccc(-c4coc(C)n4)cc3)CC2)cc1	0%	0%	-13%	2	.	-7%	-5%	1%	12%
Cc1ccc(Cl)c2sc(N3CCN(C(=O)c4ccco4)CC3)nc12	13%	?	-34%[inhibitor]	6	22	?	-8%	-20%	29%
O=CNc1cc2c(cc1Br)-c1ccccc1C2O (stereo not drawn)	11%	?	i	1	7	?	0%	-13%	0%
COc1ccc(Oc2cc(C)c3cccc(C)c3n2)cc1	-7%	-7%	i	28	-22	?	-11%	21%	-14%
Cc1ccc(-c2nc(NC(=O)CSc3nnc(C)s3)ns2)cc1	3%	17%	i	1	18	-7%	9%	-3%	18%
Cc1ccccc1NC(=O)C(C)OC(=O)c1ccccc1C(=O)N(C)c1ccccc1 (stereo not drawn)	1%	-18%	i	4	5	-6%	1%	1%	22%
O=C(O)CN1C(=O)CNC1=O	-4%	0%	-4%[57.5 µM]	5	17	2%	-9%	-1%	-1%
O=C(Cn1[nH]c(=O)c2ccccc2c1=O)OCC(=O)c1ccc(F)c(F)c1	0%	9%	i	1	-8	0%	6%	3%	15%
COC(=O)c1cc(NS(=O)(=O)c2ccc(OC)c(OC)c2)ccc1Cl	-4%	3%	-17%	4	-5	8%	14%	-9%	8%
CN(C)C(=O)Nc1ccccc1	6%	9%	i	12	2	23%	12%	-6%	-8%[1.82 µM]
Cc1cccc(N2CCN(C(=O)c3ccc(-n4cncn4)c([N+](=O)[O-])c3)CC2)c1C	14%	-10%	-6%	4	3	?	-1%	-7%	?

Individual results from the results shown.
Reading of `Cc1ccc(-c2nc(NC(=O)CSc3nnc(C)s3)ns2)cc1` in GLP1R ag: 9%
Reading of `CSc1ccc(C(=O)N2CCc3ccc(NC(=O)c4ccccn4)cc3C2)cc1` in PTHR1 agonist: -91%[inhibitor]

Part of the list above, bar-delimited:
canonical_smiles | aSyn rescue | KB-V1 MDR tox | PTHR1 agonist | D3 ag | D3 antag | GLP-1R inv ag | GLP1R ag | HEK293 tox | TDP-43 yeast inh
Cc1cc(C)cc(-n2ncc3c2CCCC3NC(=O)c2cc(C)[nH]n2)c1 (stereo not drawn) | -5% | ? | i | -3 | -14 | ? | 1% | 18% | 8%
O=C(CSc1nnc(-c2ccncc2)o1)N1CCc2ccccc2C1 | 8% | ? | i | 3 | 4 | 15% | 0% | -6% | 28%

Carrying on:
SMILES	aSyn rescue	KB-V1 MDR tox	PTHR1 agonist	D3 ag	D3 antag	GLP-1R inv ag	GLP1R ag	HEK293 tox	TDP-43 yeast inh
Cc1ccccc1NC(=O)N1C2CCC1CC(O)(c1cccnc1)C2 (stereo not drawn)	2%	17%	i	0	17	-1%	-8%	-18%	11%
COC(=O)Nc1sc(C(=O)N(C)C)c(C)c1C(=O)OC	4%	8%	i	1	28	10%	6%	-1%	-3%
O=C(COc1ccc(Cl)cc1)Nc1cccc(-c2ccc3nncn3n2)c1	-12%	3%	i	-9	-1	20%	22%	-3%	-21%
CC1(C)C(=O)Nc2ccccc2N1C(=O)COc1cc(Cl)ccc1Cl	14%	19%	-26%	1	7	?	11%	2%	17%
CC(C)OC(=O)CSc1nc(N)c(C#N)cc1C#N	4%	10%	-7%	-4	14	162%[activator]	?	-3%	-8%[9.22 µM]
COC(=O)Cn1c2ccccc2c2nc(C)sc21	-9%	-4%	i	2	29	0%	-1%	3%	13%
COc1cc(S(=O)(=O)NCc2ccncc2)c(OC)cc1C	1%	-16%	-22%	8	-13	0%	8%	-1%	-3%
O=C(CNC(=O)c1ccccc1F)NCCc1ccc(Cl)cc1	-6%	-4%	i	0	3	7%	7%	-7%	11%
Cc1ccccc1NC(=O)c1cc2c(=O)n3cccc(C)c3nc2s1	-2%	-2%	-4%	25	-11	10%	4%	-7%	10%
O=C(CCCN1C(=O)/C(=C\c2cccs2)SC1=S)Nc1cc([N+](=O)[O-])ccc1O	-1%	10%	-94%[inhibitor]	-19	-90*	7%	-12%	-2%	18%
O=C(NCc1ccc2c(c1)OCO2)c1cc2ncc(Br)cn2n1	2%	2%	-4%	4	2	5%	-8%	-2%	0%
O=C(O)Cc1ccc(S(=O)(=O)N2CCCC2)s1	0%	-6%	i	5	3	17%	8%	20%	5%
CNC(=O)NC(=O)COc1c(F)c(F)cc(F)c1F	-9%	8%	-5%	0	-2	44%[activator]	0%	38%	-11%
Cc1ccc(Cl)cc1NC(=O)N1CCc2cc(S(=O)(=O)N3CCC(C)CC3)ccc21	.	.	i	-5	.	0%	.	0%	4%
COc1ccc2c(c1)[C@H]1[C@H](CO2)[C@H](c2ccccc2)[C@]2(C)C(=O)Nc3cc(F)ccc3C(=O)N12	3%	?	-33%[inhibitor]	7	-11	?	-4%	-15%	25%
Cc1cccc(Nc2nnc(SCC(=O)NCC3CCCO3)s2)c1 (stereo not drawn)	-12%	-7%	22%	-4	-20	-20%	-1%	5%	1%
COc1cc(C2C3C(=O)N(Cc4ccccc4)C(=O)C3ON2c2ccccc2)cc(OC)c1O (stereo not drawn)	5%	12%	i	7	-1	8%	-1%	-25%	7%
CCN(c1ccccc1)S(=O)(=O)c1nnc(NC(=O)C2CCCCC2)s1	.	.	i	-8	.	-24%	.	0%	8%
O=C(NCCN1CCC(n2c(=O)[nH]c3ccccc32)CC1)c1cccnc1Cl	-1%	?	-34%[inhibitor]	-18	-69*	17%	-18%	-3%	-3%
COC(=O)[C@]1(C)N[C@H](CN(C)S(=O)(=O)c2ccc(OC(F)(F)F)cc2)[C@@H]2C(=O)N(Cc3ccccc3)C(=O)[C@@H]21	1%	-19%	-16%	-5	9	-5%	3%	-1%	-1%
NC(=O)/C(=C/c1cccnc1)NC(=O)c1ccccc1	5%	-1%	i	14	12	13%	-1%	12%	-16%
O=C(NCc1cccc(Cl)c1)c1ccc2c(c1)SC1=NS(=O)(=O)CCN12	-8%	-3%	i	0	-11	27%	6%	0%	-20%
COc1nc(Cl)cn(-c2ccc(Cl)cc2)c1=O	-5%	-14%	i	1	-5	1%	-2%	-10%	?
COc1ccc(OC)c(S(=O)(=O)N2CCCC2C(=O)N2CCc3ccccc3C2)c1 (stereo not drawn)	4%	?	-3%	2	-12	?	6%	-5%	1%
CCOc1ccc(C2NC(=O)NC(c3ccccc3)=C2C(C)=O)cc1OC (stereo not drawn)	-12%	23%	-21%	-1	-3	22%	10%	4%	16%
Next structures.
SMILES	aSyn rescue	KB-V1 MDR tox	PTHR1 agonist	D3 ag	D3 antag	GLP-1R inv ag	GLP1R ag	HEK293 tox	TDP-43 yeast inh
COc1ccccc1CNS(=O)(=O)c1ccc(C)cc1	3%	-9%	i	1	-7	2%	2%	-4%	19%
COC(=O)c1ccc(CN2CCN(C(C)C)C(CCO)C2)cc1 (stereo not drawn)	-27%	-11%	-21%	3	1	12%	-5%	10%	-26%
COc1cc(OC)c(S(=O)(=O)Nc2ccccc2C(=O)O)cc1S(=O)(=O)Nc1ccccc1C(=O)O	-1%	0%	i	2	-2	-2%	-1%	9%	5%
CCOc1ccc(/C=N/NC(=O)c2ccoc2C)cc1OC	0%	5%	i	7	-3	21%	21%	10%	19%
CCC(C)(C)NC(=O)C(c1cccn1C)N(C(=O)Cn1nnc2ccccc21)c1ccc(OC)cc1 (stereo not drawn)	-4%	3%	i	2	13	-14%	-14%	-10%	6%
O=c1ccn([C@@H]2O[C@H](CNCc3ccc(-c4cc(C(F)(F)F)ccc4Cl)o3)[C@@H](O)[C@H]2O)c(=O)[nH]1	2%	13%	-24%	-39	-16	-16%	0%	-12%	20%

From PubChem BioAssay

This is a subset; the hit share may differ from the screen's.
